D1 agonist: activates the human D1 dopamine receptor | P21728 | HEK293 T-REx D1 cells, calcium flux, agonist mode | activation, % at 2 µM | actives 1% (n = 360,000); further: 0% is about no effect
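Agonism was scored from calcium flux recorded over 180 s (1 read/s) after pintool compound addition, following a 10-cycle baseline. Cells were inducible force-coupled HEK293 TREx D1, plated overnight at 30 C and loaded with no-wash calcium dye.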
D2 ag: activates the human D2 dopamine receptor; HEK293 T-REx D2 cells, calcium flux agonist mode; activation, % at 2 µM; actives 0.53% (n = 340,000); AID 485358;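 active means activation over 3 SD above normal in the single-dose calcium agonist read, cut at about 30% in these data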; further: 0% is about no effect
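Agonism is scored from calcium flux in a force-coupled, inducible HEK293 cell line expressing D2, read kinetically for 180 s after compound addition against dopamine controls.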
D2 PAM: D2 dopamine receptor (human) potentiation; P14416; HEK293 T-REx D2, calcium flux, EC20 dopamine potentiation; potentiation, % at 10 µM; actives 0.34% (n = 340,000);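 active means potentiation over 3 SD above the plate norm, cut at about 30% in these data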; further: 0% is about no effect
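Using a no-wash calcium dye in inducible, force-coupled HEK293 Trex cells expressing D2, we tracked fluorescence each second for 180 s after compound, then for 180 s after EC20 dopamine to detect augmented signalling.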
TRHR PAM: TRH receptor (human) allosteric enhancement | P34981 | actives 0.66% (n = 360,000) | AID 493056 | enhancement, % at 2 µM | TRHR cells, fluo-8 calcium fluorescence, EC20 TRH enhancement; in the data active means enhancement above about 30%; further: 0% is about no effect
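TRHR-expressing cells loaded with fluo-8 calcium dye were read kinetically (ex 480/em 530) during compound addition, then stimulated with an EC20 of TRH (10 nM final). Enhancement of the Gq-mediated intracellular calcium response was scored.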
D2 antag: D2 dopamine receptor (human) antagonism | HEK293 TREx D2 cells, calcium flux, dopamine EC80 | actives 2% (n = 340,000) | P14416 | inhibition, % at 10 µM; in the data active means inhibition above about 30%; further: 0% is about no effect
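In this primary screen, negative modulation is detected by tracking calcium flux after an EC80 dopamine challenge in inducible HEK293 T-REx D2 cells preexposed to test compound for 180 s.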
D1 antagonist: human D1 dopamine receptor antagonism | P21728 | HEK293 TREx D1 cells, calcium flux, dopamine EC80; hits give low values | activity change, negative = inhibition, % at 10 µM | actives 3.2% (n = 360,000) | AID 504652; in the data active means activity change below about -30%; further: on the % scale 0 is the no-effect control and ±100 the full control effect
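Compound effects on dopamine-evoked calcium signalling were measured in tetracycline-induced HEK293 Trex D1 cells. Dopamine at EC80 followed a 180 s compound pre-read, and fluorescence was tracked kinetically for 180 s more.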
TRHR ag: activates the human TRH receptor; P34981; TRHR cells, calcium flux fluo-8, FDSS agonist mode; activation, % at 2 µM; actives 0.18% (n = 360,000); AID 493084; further: 0% is about no effect
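TRHR-expressing cells loaded with fluo-8 calcium dye; 23 nL library compound pin-transferred, kinetic FDSS fluorescence (Ex 480/Em 530) recorded about 180 s for agonist-induced calcium release, before a 10 nM TRH EC20 addition for potentiator mode.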
D1 potentiator: human D1 dopamine receptor positive modulation | AID 504651 | HEK293 TREx D1 cells, calcium flux, dopamine EC20 potentiation | P21728 | potentiation, % at 10 µM | actives 0.036% (n = 360,000); in the data active means potentiation above about 30%; further: 0% is about no effect
RXFP1 antagonist: RXFP1 (human) relaxin receptor antagonism. actives 0.59% (n = 350,000). HEK293-RXFP1, relaxin-stimulated cAMP HTRF, 30 min; hits give low values. activity change, negative = inhibition, % at 57.5 µM. Q9HBX9;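 active means activity change of -60% or lower, but not beyond a set lower limit; inconclusive means change between -60% and -40%, or beyond the set limit; inactive means change above -40%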; further: on the % scale 0 is the no-effect control and ±100 the full control effect
Target sequence (Q9HBX9 whole entry, looked up): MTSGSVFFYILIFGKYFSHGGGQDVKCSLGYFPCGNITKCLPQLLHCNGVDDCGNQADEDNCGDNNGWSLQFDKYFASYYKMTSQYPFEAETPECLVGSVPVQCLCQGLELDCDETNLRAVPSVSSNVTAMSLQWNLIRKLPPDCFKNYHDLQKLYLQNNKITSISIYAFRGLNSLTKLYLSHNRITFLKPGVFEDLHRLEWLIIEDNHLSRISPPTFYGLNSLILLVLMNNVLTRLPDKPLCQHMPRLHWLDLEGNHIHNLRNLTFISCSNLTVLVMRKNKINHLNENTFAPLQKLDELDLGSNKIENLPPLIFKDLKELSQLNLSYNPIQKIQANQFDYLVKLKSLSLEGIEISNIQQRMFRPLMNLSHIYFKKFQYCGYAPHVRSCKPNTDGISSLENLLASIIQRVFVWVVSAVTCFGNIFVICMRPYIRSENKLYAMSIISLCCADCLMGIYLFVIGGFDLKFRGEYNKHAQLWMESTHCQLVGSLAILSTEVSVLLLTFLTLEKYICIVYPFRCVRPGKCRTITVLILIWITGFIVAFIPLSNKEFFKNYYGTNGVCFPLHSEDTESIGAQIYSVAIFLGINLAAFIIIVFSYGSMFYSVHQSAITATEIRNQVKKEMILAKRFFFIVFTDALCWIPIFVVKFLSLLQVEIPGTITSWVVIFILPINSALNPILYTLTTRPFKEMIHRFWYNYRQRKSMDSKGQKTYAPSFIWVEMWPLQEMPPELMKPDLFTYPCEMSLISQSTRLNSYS
* marks the source's active call; other numbers are inactive results; ? = inconclusive; · = not tested or not shown. Unless noted, no stated cut-off is given here; in the data, active means activation above about 30%; inactive means the rest.

SMILES | D1 agonist | D2 ag | D2 PAM | TRHR PAM | D2 antag | D1 antagonist | TRHR ag | D1 potentiator | RXFP1 antagonist
CCC(=O)c1ccc(OCc2ccc(C(=O)c3ccccc3)cc2)cc1 | 18.8 | 1.5 | -3.4 | 0.2 | 21.0 | -28.6 | 1.1 | -6.3 | 2.5
CC(C)CCNC(=O)COC(=O)c1cc(Br)c(Br)s1 | 1.5 | -0.7 | -3.9 | 8.1 | 5.7 | -20.1 | -1.1 | -6.5 | -15.7
CCN1C(=O)[C@H]2[C@@H](c3ccc(-c4ccc5c(c4)OCO5)c(OC)c3)N[C@@](CC(C)C)(C(=O)OC)[C@H]2C1=O | 9.5 | -0.3 | 9.7 | 6.2 | 8.5 | -3.9 | 1.4 | -2.6 | ·
CCCS(=O)(=O)N1CCC(C(=O)NCc2ccco2)CC1 | -0.2 | 0.8 | -5.4 | -0.6 | 0.8 | 5.4 | -0.2 | 6.1 | -26.9
Cc1[nH]c2ccccc2c1Cc1n[nH]c(=S)o1 | 1.0 | 0.5 | 7.5 | 0.3 | 3.4 | -12.9 | 0.3 | -2.7 | ·
Cc1ccc2oc(-c3cc(NC(=O)CC(C)C)ccc3Cl)nc2c1 | -2.6 | -2.4 | 9.1 | 6.7 | · | 1.9 | -0.8 | 0.3 | -18.9
O=S(=O)(c1ccc2[nH]c3c(c2c1)CCCC3)N1CCCCC1 | 7.2 | -0.3 | 0.2 | -1.8 | 3.3 | -3.5 | 0.3 | -0.5 | -8.1
COc1ccc(NC(=O)CN2C(=O)CSc3ccc(S(=O)(=O)N(C)C)cc32)cc1OC | 2.6 | -0.1 | -1.6 | 0.1 | · | -5.6 | -0.2 | -6.1 | -13.2
COc1ccc(C)cc1NC(=O)c1ccc(NS(=O)(=O)c2cccc3cccnc23)cc1 | 4.1 | 20.4 | 14.8 | 0.1 | 15.2 | 10.0 | 0.0 | 0.0 | -17.1
Cc1ccnc(NC(=O)C2CC(=O)N(c3ccc4c(c3)OCCO4)C2)c1 (stereo not drawn) | 1.8 | 0.9 | -9.9 | 11.0 | 18.6 | -3.8 | 0.0 | -1.9 | 1.6
COc1cccc(/C=C/C(=O)OCC(=O)NCC2CCCO2)c1 (stereo not drawn) | 3.7 | 0.3 | 7.9 | -0.4 | -2.2 | 16.4 | 0.3 | -2.3 | ·
CC(=O)c1ccc(NC(=O)C2Cc3ccccc3N2C(=O)c2ccccc2)cc1 (stereo not drawn) | 2.7 | · | -5.4 | 18.1 | · | -17.4 | -0.8 | -0.9 | -14.8
O=C(Nc1cccc(Cl)c1)c1cc(F)cc2c1OCOC2 | 1.4 | 0.5 | -4.3 | 3.7 | 9.9 | 5.1 | -0.5 | -5.4 | 1.7
O=C(COc1ccccc1[N+](=O)[O-])NCCCN1CCCC1=O | 1.6 | 0.4 | 9.6 | 1.5 | -21.0 | 1.3 | 2.7 | -0.5 | -7.3
COC(=O)/C=C1/SC(=NC(=O)c2ccc(F)cc2)NC1=O | 2.2 | 0.3 | 14.3 | 5.3 | -10.2 | -1.7 | 0.8 | 2.9 | 6.5
Cc1cc(Cl)ccc1NC(=S)N(CCCN1CCOCC1)Cc1cccs1 | 0.2 | 1.5 | 1.8 | 3.8 | -8.1 | -2.4 | 0.0 | 3.4 | -12.2
CCC(=O)Nc1c(S(=O)(=O)c2ccc(C)cc2)c2nc3ccccc3nc2n1C(C)c1ccccc1 (stereo not drawn) | 1.9 | -0.5 | 3.8 | 3.7 | 2.0 | 2.7 | 0.2 | -10.3 | -22.0
COC(=O)C(Cc1c[nH]c2ccccc12)NC(=O)C(C)C (stereo not drawn) | 2.5 | 0.1 | 10.6 | -2.4 | -10.5 | 3.8 | 0.1 | 1.3 | 6.5
CC1CCCCC1N=CC1=C(O)CC(C)(C)CC1=O (stereo not drawn) | 2.7 | 0.4 | 7.6 | -6.2 | -1.6 | 27.5 | 0.3 | 1.1 | -13.0
CCN(CC)c1ccc(C(=O)N/N=C/c2ccc(N3CCOCC3)cc2)cc1 | 0.5 | · | 5.2 | -0.6 | · | 0.3 | -1.4 | -1.6 | -9.7
O=C1c2ccccc2C(=O)C1c1ccc(Cl)cc1 | 1.8 | -0.6 | -0.9 | 5.6 | -16.7 | 5.5 | -0.8 | -4.0 | -9.1
COc1cc(OC)cc(C(=O)NCC2CCCN(Cc3ccc(SC)cc3)C2)c1 (stereo not drawn) | 3.9 | -0.9 | -21.5 | -15.6 | 51.3* | -22.2 | -0.5 | -1.1 | 4.9
CCOC(=O)c1ccc(NC(=S)N2CCN(c3ccccn3)CC2)cc1 | 3.3 | · | · | 0.7 | · | 2.5 | -0.2 | -2.6 | 0.5
N#C/C(=C\c1ccc(OCc2ccccc2)cc1)C(=O)Nc1ccc(C(=O)O)cc1 | 6.4 | -0.7 | 8.3 | 5.3 | -17.3 | -3.1 | -2.2 | 0.7 | -8.1
COc1cc(OC)c(NC(=O)c2cn(C)c(=O)c3cc(OC)c(OC)cc23)cc1Cl | -0.6 | 0.9 | 8.2 | -15.1 | · | 8.3 | 0.0 | 0.6 | 12.2

Whole records, quoted from the list:
Record of `O=C(COc1ccccc1[N+](=O)[O-])NCCCN1CCCC1=O` = D1 agonist: 1.6; D2 ag: 0.4; D2 PAM: 9.6; TRHR PAM: 1.5; D2 antag: -21.0; D1 antagonist: 1.3; TRHR ag: 2.7; D1 potentiator: -0.5; RXFP1 antagonist: -7.3
Record of `COc1cccc(/C=C/C(=O)OCC(=O)NCC2CCCO2)c1` (stereo not drawn) = D1 agonist: 3.7; D2 ag: 0.3; D2 PAM: 7.9; TRHR PAM: -0.4; D2 antag: -2.2; D1 antagonist: 16.4; TRHR ag: 0.3; D1 potentiator: -2.3; RXFP1 antagonist: ·

(cont.)
SMILES | D1 agonist | D2 ag | D2 PAM | TRHR PAM | D2 antag | D1 antagonist | TRHR ag | D1 potentiator | RXFP1 antagonist
COc1ccc(CCNC(=O)c2cccs2)cc1 | 11.1 | · | 12.1 | 1.7 | 18.3 | 1.5 | 0.2 | -6.4 | -22.3
CCOc1ccc(C2CC(c3ccc(OC)c(OC)c3)n3nc(N)nc3N2)cc1 (stereo not drawn) | 2.7 | 1.8 | -6.3 | 2.0 | 1.6 | -8.7 | 0.0 | 9.9 | -0.1
CC(C)c1ccc(OCC(=O)NC2CCCC2)cc1 | 4.0 | -2.0 | -1.5 | 23.7 | 6.1 | -28.8 | 0.4 | -11.2 | -2.9
N/C(=N\OC(=O)/C=C/c1ccccc1)c1ccc(Br)cc1 | 3.4 | 0.5 | 6.5 | -1.2 | -2.3 | 19.0 | -0.2 | 3.2 | -21.2
COc1cccc(F)c1C(=O)NC(=O)Nc1ccc2nc(C)oc2c1 | 2.6 | -2.3 | 8.9 | 7.4 | 16.2 | -3.4 | -1.4 | -2.0 | 2.0
Cc1nn(-c2ccccc2)c(C)c1NC(=O)COC(=O)[C@@H](NC(=O)c1ccccc1)C(C)C | 2.2 | -0.6 | -5.2 | -8.1 | 35.9* | 10.2 | -0.7 | -3.5 | -8.6
Cc1ccc(NS(=O)(=O)c2ccc(-c3cc(C)no3)cc2)c(C)c1 | 8.5 | 0.1 | 7.2 | 1.4 | · | -15.0 | 0.5 | -1.6 | 6.6
CCCn1c2ccccc2c2cnn(CC(=O)NCCCN(CC)c3ccccc3)c(=O)c21 | 3.7 | -0.5 | 2.3 | -3.2 | · | -0.7 | -0.7 | 4.8 | 8.7
CCOc1ccc(C2CC(=O)Nc3cc4c(cc32)OCO4)cc1OC (stereo not drawn) | 10.2 | -0.3 | 7.2 | 3.6 | · | -15.2 | -1.3 | 0.3 | ·
CCOC(=O)/C(C#N)=C/c1c(N2CCN(Cc3ccc4c(c3)OCO4)CC2)nc2c(C)cccn2c1=O | 7.8 | 0.8 | 3.6 | -10.6 | 18.5 | -9.1 | 1.6 | 1.4 | 4.8
COc1ccccc1CNC(=O)CCS(=O)(=O)c1ccc2c(c1)CCCN2C(C)=O | 0.4 | · | · | -0.1 | · | -10.1 | -0.1 | -3.9 | 6.0
CSc1nnc(NC(=O)c2nc(S(=O)(=O)Cc3ccc(C)cc3)ncc2Cl)s1 | 4.3 | -0.3 | 4.3 | 7.8 | 14.9 | 1.6 | 0.5 | 0.1 | ?
C[C@H]1CN=C2N(CCNC(=O)CCC3CCCCC3)[C@H](Cc3ccc(O)cc3)CN21 | -2.7 | -0.5 | -13.1 | -1.1 | 4.4 | 7.6 | -0.2 | 2.5 | ·
COc1cc(C(=O)Nc2ccc(N3CCN(C(=O)c4ccc(C)cc4)CC3)cc2)cc(OC)c1OC | 0.3 | 0.8 | 3.4 | -17.8 | 0.6 | 11.0 | -0.2 | -3.8 | -2.3
Cc1cc(SCc2ccccc2)nc(=O)[nH]1 | 2.1 | -0.1 | -3.2 | -7.3 | -1.5 | 5.3 | -0.2 | 1.1 | -2.6
CCOc1ccc(C(=O)Cc2cc(OC)c(OC)cc2[N+](=O)[O-])cc1 | 1.8 | -0.7 | 2.7 | -7.1 | -10.8 | 1.1 | -0.6 | 0.5 | 0.5
Cn1c(CN2CCCC2)nc2cc(NC(=O)C3CCCCC3)ccc21 | 0.7 | 0.4 | 7.3 | 6.0 | -9.7 | -2.9 | 0.2 | -11.3 | -16.5
O=c1cc(OCc2ccccc2)cc[nH]1 | 0.7 | 0.4 | 2.4 | -0.9 | -0.4 | -5.3 | 2.4 | -3.5 | -2.6
COc1cccc(/C=C2\SC(=N)N(c3ccc(F)cc3)C2=O)c1 | 0.9 | -0.1 | · | 5.7 | 9.8 | -12.7 | 0.1 | -3.0 | -10.8
CC(=O)NC(c1ccc(C)cc1)c1cc([N+](=O)[O-])c2cccnc2c1O (stereo not drawn) | 4.2 | 0.2 | -7.9 | 0.3 | 3.1 | 4.7 | 2.5 | -3.0 | -14.3
O=c1c([N+](=O)[O-])cccn1Cc1cccc(Br)c1 | -0.3 | · | · | -5.7 | · | -11.3 | -1.2 | 2.5 | 3.6
COC(=O)c1c(NC(=O)CCCC(=O)O)sc(C)c1C | 2.4 | -0.5 | 5.5 | 3.2 | 3.0 | 6.8 | -0.1 | 4.7 | -2.1
CC(=O)Nc1ccccc1NC(=O)C/C(C)=N/NC(=O)Cc1cccc2ccccc12 | -0.4 | 0.2 | 10.6 | 8.6 | 2.6 | -6.6 | -0.1 | 1.6 | -3.2
CCOc1ccc2[nH]c3c(N4CCC5(CC4)OCCO5)ncnc3c2c1 | 0.9 | · | · | -1.7 | · | -7.6 | -0.8 | -8.1 | -9.3
C=CCNC(=O)CN1CCC(n2c(C)nc3cc(C(F)(F)F)ccc32)CC1 | 4.5 | 0.6 | 4.4 | 1.2 | -11.9 | 0.6 | 2.2 | -1.1 | 1.2

Some entries already given, reduced to TRHR PAM.
Molecule,TRHR PAM
COc1ccc(C)cc1NC(=O)c1ccc(NS(=O)(=O)c2cccc3cccnc23)cc1,0.1
Cc1cc(SCc2ccccc2)nc(=O)[nH]1,-7.3
